Bfl-1 inhibitors – displacement of Bid BH3 peptide from Bfl-1 – biochemical, fluorescence polarization, FITC-Bid, mouse, primary screen (AID 432); FITC-Bid BH3 peptide fluorescence polarization displacement; higher % means a stronger effect; displacement, % at 20 µM, or IC50 in µM where a hit was titrated; hit rate 0.02% among 64,000; in the data active means a potency from the dose series; inactive means the rest, 99 in 100 with displacement below about 15%; further: strong numbers were not always called active
MK inhibit – S. pneumoniae mevalonate kinase inhibition | purified MK, PK/LDH-coupled NADH absorbance 340 nm | inhibition, % at 10 µM | hit rate 0.48% among 65,000 | AID 555;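 active means ranked among the strongest by inhibition in the single 10 µM screen, a fixed top-ranked set picked for dose follow-up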; further: no value below 0 was filed
HPDE-C7K KRASV12 – viability loss of HPDE-C7K cells – cell-based, fluorescence, HTS, primary screen (AID 431) | hit rate 1.7% among 63,000 | HPDE-C7K KRASV12 cells, Alamar Blue viability, 48 h; higher % means a stronger effect | cytotoxicity, % at 10 µM, or EC50 in µM where a hit was titrated;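 active means compounds whose percent cytotoxicity in the single-dose primary screen, scaled between solvent and toxic-drug controls, exceeds 50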;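 further: 0% = DMSO solvent wells and 100% = doxorubicin-treated wells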
HT1080 viability – cytotoxicity in HT1080 fibrosarcoma cells, cell-based, fluorescence readout (AID 620); HT1080 viability, fluorescence; higher % means a stronger effect; cytotoxicity, % at 10 µM; hits with a dose series show EC50 in µM; hit rate 0.42% among 87,000;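 further: cells exposed to compound overnight then 4 h with Alamar Blue; 0% = vehicle DMSO and 100% = killing control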
HPDE-C7 viability – HPDE-C7 pancreatic duct cell viability loss – fluorescence, HTS (AID 430); HPDE-C7 pancreatic duct cells viability, fluorescence; higher % means a stronger effect; cytotoxicity, % at 10 µM, or EC50 in µM where a hit was titrated; hit rate 1.8% among 63,000;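 further: cells exposed to compound for 48 hours before viability readout; 0% = vehicle and 100% = reference cytotoxic drug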
Spn DPM-DC inh – inhibitors of Streptococcus pneumoniae diphosphomevalonate decarboxylase. hit rate 0.49% among 65,000. calls only at 10 µM. AID 556. purified DPM-DC, PK/LDH coupled NADH fluorescence;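 active means the 320 compounds with the highest percent inhibition in the single-dose primary screen, excluding strongly autofluorescent ones, cut at about 32% in these data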;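 further: kinetic rate of NADH fluorescence loss reporting ADP formed by the decarboxylase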
Alkaline phosphatase – inhibition of tissue-nonspecific alkaline phosphatase – biochemical, luminescent (AID 518); inhibition, % at 20 µM; hits with a dose series show IC50 in µM; purified TNAP enzyme, luminescent substrate readout; higher % means a stronger effect; hit rate 0.09% among 64,000; in the data active means a potency from the dose series; inactive means the rest, 99 in 100 with inhibition below about 22%;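 further: plate controls were vehicle for no effect and reference inhibitor for full effect; many of its hits are not listed in these tables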
LYP inhibition – LYP phosphatase inhibitors, primary screen, biochemical, DiFMUP fluorescence, recombinant catalytic domain, 10 µM (AID 606) | recombinant LYP catalytic domain, DiFMUP fluorescence; higher % means a stronger effect | inhibition, % at 10 µM, or IC50 in µM where a hit was titrated | 52,000 tested, under 10 active;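 active means IC50 under 40 µM in the dose-response test; inactive means IC50 of 40 µM or more, or never dose-tested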
PMK inhibit – S. pneumoniae PMK inhibition; inhibition, % at 10 µM; purified PMK, PK/LDH-coupled NADH absorbance 340 nm; hit rate 0.49% among 65,000;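 active means top-ranked compounds by inhibition in the single 10 µM screen, taking a fixed number of the strongest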;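 further: 0% = full reaction with DMSO carrier and 100% = background rate without enzyme reaction; no value below 0 was filed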
PMK inhibit pilot replicates – further read-out of PMK inhibit, marked with its call; inhibition, %; measured here: pilot screen replicates
MK inhibit pilot replicates – also measured in MK inhibit; calls as there; inhibition, %; measured here: pilot screen replicates
Spn DPM-DC inh pilot screen % – recorded beside Spn DPM-DC inh, whose call it bears; inhibition, %; measured here: pilot screen trials
The depositor's hits bear a star; i = inactive; / = not tested or not shown. Unless noted, no stated cut-off is given here; in the data, active means cytotoxicity above about 50%; inactive means the rest. Random draw from the library, and some 3.5% of all compounds hit somewhere here.

SMILES	Bfl-1 inhibitors	MK inhibit	HPDE-C7K KRASV12	HT1080 viability	HPDE-C7 viability	Spn DPM-DC inh	Alkaline phosphatase	LYP inhibition	PMK inhibit	others
CN(CCNC(=O)c1cc2c(=O)n(C)c3ccccc3c2n1C)Cc1ccccc1	0%	4	7%	10%	28%	i	5%	/	5
C=CCOc1ccc(C2c3c(oc4ccccc4c3=O)C(=O)N2c2ccccn2)cc1OCC (configuration not stated)	-2%	5	6%	0%	1%	i	9%	9%	15
CCc1[nH]c(=O)c(C#N)c2c1CCCC2	-4%	0	-1%	5%	2%	i	9%	7%	3
CCSc1nc2c(c(=O)n(C)c(=O)n2C)n1Cc1ccc(Cl)cc1	-3%	10	1%	-6%	3%	i	13%	1%	4	PMK inhibit pilot replicates=0.0;MK inhibit pilot replicates=1.0;Spn DPM-DC inh pilot screen %=0.0
CN1/C(=C/C=N/n2cnnc2)C(C)(C)c2ccccc21	5%	5	-1%	0%	-5%	i	-4%	/	0
Cc1cc(C)nc(Sc2ccc3nnc(C(F)(F)C(F)(F)C(F)(F)F)n3n2)n1	-5%	8	0%	-19%	-17%	i	12%	1%	9	PMK inhibit pilot replicates=0.0;MK inhibit pilot replicates=0.0;Spn DPM-DC inh pilot screen %=0.0
N#Cc1ccc(CSc2nnc(-c3cccc(S(=O)(=O)N4CCCCC4)c3)o2)cc1	16%	2	2%	-3%	0%	i	12%	/	10
CCCCNC(=O)C(C#N)c1nc2ccccc2nc1N1CCN(c2ccccc2F)CC1 (configuration not stated)	-4%	6	-16%	-4%	1%	i	22%	15%	4
CC(C)N(C(=O)N1CCC(c2nc(-c3ccncc3)no2)CC1)C(C)C	-6%	9	-16%	2%	-3%	i	16%	12%	13	PMK inhibit pilot replicates=1.5;MK inhibit pilot replicates=0.0;Spn DPM-DC inh pilot screen %=0.0
Cn1nc(OCCOc2ccccc2)ccc1=O	-9%	9	-2%	-6%	0%	i	7%	14%	2
CCN=C1SC(CC(=O)NC(N)=O)C(=O)N1CC (configuration not stated)	-7%	1	-4%	5%	1%	i	16%	12%	8
Cc1ccc(S(=O)(=O)Nc2ccc(C(=O)Nc3cc(C)on3)cc2)cc1	-3%	15	6%	15%	20%	i	9%	-1%	7
COc1ccc(Cn2c(=O)[nH]c3cc(C(=O)NCCCN4CCCC4)ccc3c2=O)cc1	0%	7	10%	/	-8%	i	19%	/	0	PMK inhibit pilot replicates=3.5;MK inhibit pilot replicates=1.0;Spn DPM-DC inh pilot screen %=2.0
CCOC(=O)c1cc2c(=O)n3cccc(C)c3nc2n(Cc2cccnc2)c1=N	1%	6	0%	5%	12%	/	13%	/	0
O=C(N1CCOCC1)C12CC3CC(C1)CC(C(=O)N1CCOCC1)(C3)C2	-8%	8	1%	-18%	-7%	i	-9%	6%	11

Not a retest: entries from further up.
SMILES	Bfl-1 inhibitors	MK inhibit	HPDE-C7K KRASV12	HT1080 viability	HPDE-C7 viability	Spn DPM-DC inh	Alkaline phosphatase	LYP inhibition	PMK inhibit	others
CN1/C(=C/C=N/n2cnnc2)C(C)(C)c2ccccc21	5%	5	-1%	0%	-5%	i	-4%	/	0
Cc1cc(C)nc(Sc2ccc3nnc(C(F)(F)C(F)(F)C(F)(F)F)n3n2)n1	-5%	8	0%	-19%	-17%	i	12%	1%	9	PMK inhibit pilot replicates=0.0;MK inhibit pilot replicates=0.0;Spn DPM-DC inh pilot screen %=0.0
N#Cc1ccc(CSc2nnc(-c3cccc(S(=O)(=O)N4CCCCC4)c3)o2)cc1	16%	2	2%	-3%	0%	i	12%	/	10
CCCCNC(=O)C(C#N)c1nc2ccccc2nc1N1CCN(c2ccccc2F)CC1 (configuration not stated)	-4%	6	-16%	-4%	1%	i	22%	15%	4
CC(C)N(C(=O)N1CCC(c2nc(-c3ccncc3)no2)CC1)C(C)C	-6%	9	-16%	2%	-3%	i	16%	12%	13	PMK inhibit pilot replicates=1.5;MK inhibit pilot replicates=0.0;Spn DPM-DC inh pilot screen %=0.0
Cn1nc(OCCOc2ccccc2)ccc1=O	-9%	9	-2%	-6%	0%	i	7%	14%	2
CCN=C1SC(CC(=O)NC(N)=O)C(=O)N1CC (configuration not stated)	-7%	1	-4%	5%	1%	i	16%	12%	8
Cc1ccc(S(=O)(=O)Nc2ccc(C(=O)Nc3cc(C)on3)cc2)cc1	-3%	15	6%	15%	20%	i	9%	-1%	7
COc1ccc(Cn2c(=O)[nH]c3cc(C(=O)NCCCN4CCCC4)ccc3c2=O)cc1	0%	7	10%	/	-8%	i	19%	/	0	PMK inhibit pilot replicates=3.5;MK inhibit pilot replicates=1.0;Spn DPM-DC inh pilot screen %=2.0
CCOC(=O)c1cc2c(=O)n3cccc(C)c3nc2n(Cc2cccnc2)c1=N	1%	6	0%	5%	12%	/	13%	/	0
O=C(N1CCOCC1)C12CC3CC(C1)CC(C(=O)N1CCOCC1)(C3)C2	-8%	8	1%	-18%	-7%	i	-9%	6%	11

The listing picks up; the two compounds before the break are reprinted first.
SMILES	Bfl-1 inhibitors	MK inhibit	HPDE-C7K KRASV12	HT1080 viability	HPDE-C7 viability	Spn DPM-DC inh	Alkaline phosphatase	LYP inhibition	PMK inhibit	others
CCOC(=O)c1cc2c(=O)n3cccc(C)c3nc2n(Cc2cccnc2)c1=N	1%	6	0%	5%	12%	/	13%	/	0
O=C(N1CCOCC1)C12CC3CC(C1)CC(C(=O)N1CCOCC1)(C3)C2	-8%	8	1%	-18%	-7%	i	-9%	6%	11
COc1ccc(NC(=O)c2ccc(C(=O)c3ccccc3)o2)cc1	1%	5	-27%	1%	-20%	i	13%	3%	0
O=C(c1ccccc1)c1ccccc1C(=O)N1CCOCC1	0%	10	-24%	1%	-13%	i	2%	14%	8
Cc1onc(-c2ccccc2)c1C(=O)N1CCc2ccccc21	-8%	11	3%	/	-10%	i	6%	-2%	1
Cc1[nH]c2ccccc2c1C(=O)CN1CCN(C2CCCCC2)CC1	9%	5	21%	-6%	5%	i	10%	/	8
COC(=O)c1ccccc1NC(=O)c1cc2n(n1)C(C(F)F)CC(C(F)F)N2 (configuration not stated)	-7%	1	0%	4%	5%	i	2%	-3%	5
Cc1ccc(S(=O)(=O)N2CCC(C(=O)O)CC2)cc1C(=O)O	-9%	6	/	3%	/	i	10%	3%	9
CCc1c(C)nc(SCC(=O)CC(=O)OC(C)C)c(C#N)c1C	0%	12	11µM*	9%	7.8µM*	i	6%	4%	11
CCOC(=O)C(C)Sc1nc2ccccc2c(=O)n1CC (configuration not stated)	-4%	8	-12%	/	-16%	i	2%	11%	4
CCOC(=O)C1CCN(C(=O)c2ccc3snnc3c2)CC1	/	0	/	0%	/	i	/	2%	15

From PubChem
